Screening results (PubChem)
PKA-R1A act: activators of PKA-R1A complex | PKA-R1A dissociation, Cy5-IP20 fluorescence polarization; scaled: DMSO 0%, 113 µM cGMP 100% | 340,000 tested, 0.083% active | P00514+P68181 | activation, % at 11.4 µM;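 active = percent activation above the mean of all tested compounds plus 3 SD, cut at about 19% in these data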;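 note: higher means more PKAc released from R1A so a rise in polarization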
PfHsp90 set2: reduces growth (ATP signal) of yeast expressing P. falciparum Hsp90 | S. cerevisiae expressing PfHsp90, BacTiter-Glo ATP, 48 h; yeast lacking PDR1 and PDR3 efflux regulators | inhibition, % at 9.4 µM | 310,000 tested, 0.32% active;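 active = every replicate shows inhibition above about 80%, whatever the replicate mean, limit read from the data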;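 note: 0% = DMSO neutral controls and 100% = 20 µM radicicol positive controls; yeast relying on Plasmodium falciparum Hsp90 in place of its own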
DSG3 Ab inh: human desmoglein-3 autoantibody binding inhibition. P32926. DSG3-coupled beads, scFv-anti-DSG3-GFP binding, flow cytometry; stronger effect = lower value. binding (percent of control), % at 10 µM. 310,000 tested, 0.48% active. AID 588358;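 active = binding more than 3 SD below its plate's average and above zero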;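 note: hits lower antibody fragment binding to DSG3; some compounds called inactive have numbers as strong as hits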
OPRM1-OPRD1 inv: inverse agonist of human OPRM1-OPRD1 heterodimerization; P35372+P41143; cell-based MOR-DOR heterodimer luminescence, inverse agonism; inhibition, % at 9.3 µM; 340,000 tested, 0.21% active; AID 504357; in the data active = inhibition above about 22%, passing the limit was not always enough;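 note: 0% = cells with DMSO and 100% = wells without cells with DMSO; values of inactives mirror those of a sister screen read the other way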
Target sequence (P35372 whole entry, looked up): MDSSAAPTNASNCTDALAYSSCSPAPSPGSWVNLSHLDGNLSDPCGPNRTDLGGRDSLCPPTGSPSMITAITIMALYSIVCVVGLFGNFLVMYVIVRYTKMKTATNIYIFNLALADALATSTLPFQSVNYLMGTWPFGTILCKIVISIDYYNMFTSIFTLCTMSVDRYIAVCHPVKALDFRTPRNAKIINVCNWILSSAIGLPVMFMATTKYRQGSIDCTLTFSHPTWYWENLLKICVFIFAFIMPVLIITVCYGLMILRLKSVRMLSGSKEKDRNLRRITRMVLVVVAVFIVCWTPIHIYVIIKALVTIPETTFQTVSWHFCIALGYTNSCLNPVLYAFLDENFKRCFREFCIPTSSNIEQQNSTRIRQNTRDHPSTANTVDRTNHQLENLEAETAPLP
Target sequence (P41143 whole entry, looked up): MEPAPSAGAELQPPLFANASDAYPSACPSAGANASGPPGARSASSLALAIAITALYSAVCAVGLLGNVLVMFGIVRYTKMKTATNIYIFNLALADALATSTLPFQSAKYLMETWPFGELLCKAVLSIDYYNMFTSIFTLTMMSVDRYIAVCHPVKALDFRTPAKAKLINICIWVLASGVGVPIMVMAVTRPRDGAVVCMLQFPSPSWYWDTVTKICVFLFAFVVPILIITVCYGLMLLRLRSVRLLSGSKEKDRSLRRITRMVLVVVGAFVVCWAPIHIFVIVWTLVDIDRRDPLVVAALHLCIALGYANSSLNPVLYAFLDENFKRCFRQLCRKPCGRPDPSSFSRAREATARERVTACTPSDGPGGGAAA
Tat export inh: blocks Tat-dependent protein export in E. coli. E. coli MC4100 TorA-mCherry Tat export, fluorescence. inhibition, % at 10 µM. AID 488895. 340,000 tested, 0.036% active;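 active = mean replicate inhibition at least 50% and at least half of replicates individually reaching 50%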;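 note: exported cargo escapes ClpAP degradation while cytoplasmic cargo is degraded and loses fluorescence; 0% = median of neutral control wells and 100% = median of NaSCN control wells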
OPRM1-OPRD1 ag: agonists of human mu-delta opioid receptor heterodimerization. cells, OPRM1-OPRD1 heterodimerization, luminescence. activation, % at 9.3 µM. 340,000 tested, 0.3% active; in the data active = activation above about 18%;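 note: 0% = vehicle-treated cells and 100% = reference agonist; values of inactives mirror those of a sister screen read the other way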
Ecoli viability: counter-screen for AddAB inhibitors: E. coli growth inhibition. inhibition, % at 11.9 µM. 330,000 tested, 0.27% active. E. coli V3065 growth, OD600 absorbance, 18 h;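 active = inhibition above the campaign's mean inhibition across all tested compounds plus 3 SD, cut at about 9.9% in these data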;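 note: uninfected addAB+ strain grown without phage in ampicillin broth; 0% = DMSO wells and 100% = ciprofloxacin 0.95 µg/ml wells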
SUMO Mot1 rescue: blocks SUMOylation pathway, rescuing yeast Mot1-301 growth; 320,000 tested, 1% active; AID 2716; S. cerevisiae Mot1-301 growth rescue, ATP luminescence, 38.5C; percent above DMSO median, 100 means doubled; growth rescue, % at 18.8 µM;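 active = every valid replicate shows activation above 250% relative to neutral control wells; inactive = the rest, any valid replicate at or below 250%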;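 note: OY570 slx delta 5 strain wells were the positive control but not used for scaling; some compounds called inactive have numbers as strong as hits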
phage Ecoli inh: E. coli growth loss with phage present; 360,000 tested, 0.26% active; inhibition, % at 11.9 µM; growth absorbance; in the data active = inhibition above about 11%
AddAB inh: less growth of phage-infected E. coli with AddAB | E. coli expressing H. pylori AddAB, absorbance growth | inhibition, % at 11.9 µM | 330,000 tested, 0.29% active | AID 435030; in the data active = inhibition above about 12%;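 note: 0% = vehicle wells of infected cells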
Arrestin-AP2 inh: human beta-arrestin and AP2 interaction inhibition. 340,000 tested, 0.31% active. inhibition, % at 10 µM. FITC-arrestin peptide / GST-AP2 beads, flow cytometry; AP2 beta2 appendage carries R879A mutation;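 active = inhibition above a set limit, near 3 SD of compounds lacking own fluorescence, cut at about 54% in these data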;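 note: plate controls were DMSO wells for no effect and 5 µM unlabelled arrestin peptide for full effect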
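System: GST-AP2 R879A glutathione beads | Also added: FITC-arrestin peptide, 50 nM | Times: 12 min plus 1 h, RT | Signal: Bead flow cytometry, FITC channel | Buffer or medium: PBS with 0.05% Tween 20 and 0.1% BSA | Read-out basis: Percent drop in bead-associated FITC signal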
Active calls of the source: *; . = no result given.

SMILES	PKA-R1A act	PfHsp90 set2	DSG3 Ab inh	OPRM1-OPRD1 inv	Tat export inh	OPRM1-OPRD1 ag	Ecoli viability	SUMO Mot1 rescue	phage Ecoli inh	AddAB inh	Arrestin-AP2 inh
Cc1csc(C(=O)O)c1NC(=O)c1c(Cl)cccc1Cl	-15	2	96	15	5	-3.3	-1.3	6	0.0	-0.1	-4
COc1cc(C(=O)NC2CC3CCCC(C2)N3C2CC2)cc(OC)c1OC (stereo unspecified)	1	2	100	6	-4	-1.2	1.2	0	0.0	-1.1	-3
CSc1nc(N)n2nc(-c3ccc(Cl)cc3)cc2n1	.	-10	88	.	-3	.	0.8	110	0.4	1.9	12
Cc1cc(C)n(-c2cccc(CN3CCC(CO)(Cc4ccccc4)CC3)c2)n1	-6	20	104	-6	-1	1.2	2.0	-25	2.7	2.7	4
COc1cccc(-c2nc(CS(=O)(=O)CC(=O)Nc3cc(F)ccc3F)c(C)o2)c1	7	4	99	-2	3	0.5	-0.2	27	-0.2	4.7	-4
O=C(NCCC(=O)N1CCCCCCC1)c1ccc(Br)cc1	3	39	102	1	-1	-0.2	0.2	52	0.6	2.2	7
CCCCC(=O)OCc1nc2ccccc2s1	-1	9	.	-4	12	0.8	0.0	39	2.6	0.1	3
O=C(/C=C/c1ccccc1)c1ccccc1O	-4	18	102	-7	-5	1.2	-0.9	-32	.	0.8	-5
O=C1Nc2ccc(Br)cc2/C1=N/N=C/C1=C(N2CCOCC2)C(=C\c2ccccc2)/CC1	-7	21	38*	-8	-9	1.5	-1.4	1	1.6	-0.1	22
Cc1cnc(C(=O)OC(C(=O)c2ccccc2)c2ccccc2)cn1 (stereo unspecified)	10	-12	95	12	-1	-3.1	2.3	9	-1.9	1.3	28
CCc1ccc(CCN2C(=O)c3ccccc3C2=O)nc1	9	4	101	5	-1	-0.9	1.5	-15	1.9	-0.7	-3
Cc1nc(CN(C)C(=O)C2CCC(=O)N(CCc3cccc(F)c3)C2)cs1 (stereo unspecified)	-14	23	101	15	-1	-2.9	0.8	14	-1.2	-0.6	-2
Cc1cc(F)c(F)c(C(=O)N2CCC(C)CC2)c1Cl	-3	-12	88	-3	-4	0.4	2.1	832	1.4	-0.7	2
Cc1cccc2cc(/C=N/NC(=O)c3ccncc3)c(Cl)nc12	14	-5	111	14	-7	-2.7	0.2	-15	1.5	0.3	6
O=C(CNC(=O)c1cccc(OC(F)F)c1)Nc1ccc(Cl)cc1	-9	2	97	2	-2	-0.4	-0.9	6	4.0	0.2	9
O=C(N[C@@H](Cc1ccccc1)C(=O)O)c1ccc(C(F)(F)F)cc1	8	14	.	23	2	-5.0	1.5	7	-1.7	3.2	-5
CC1CCc2sc(C(=O)Nc3ccc(C(N)=O)cc3)cc2C1 (stereo unspecified)	-10	-32	100	13	4	-2.3	-2.8	0	-0.1	3.0	-2
CCOc1ccc(NC(=O)CSc2nc(C3CC3)nc3ccccc23)cc1	-4	-2	101	-10	-7	1.9	-1.2	-13	2.6	2.1	12
CN(C)S(=O)(=O)Nc1ccc2c(c1)OCO2	-2	18	104	4	3	-0.7	2.5	5	.	2.2	0
CCCCCN(C(=O)CCC(=O)OC(C)C(=O)c1ccc(Cl)cc1)c1c(N)n(CCCC)c(=O)[nH]c1=O (stereo unspecified)	-8	-22	100	-2	-4	0.3	-0.1	3	2.1	1.4	41
CCN1CCN(C(=O)C23CCC(C)(C(=O)C2Br)C3(C)C)CC1 (stereo unspecified)	1	8	120	11	4	-2.0	-0.7	3	2.8	3.0	-8
O=C1/C(=C/c2ccc(O)cc2)SC(=S)N1Cc1cccnc1	-9	2	92	-7	-4	1.0	-3.6	-3	3.1	3.4	34
COC(=O)C1CSC(C(=O)OC)N1C(=O)Nc1ccccc1 (stereo unspecified)	1	-8	126	10	2	-2.2	2.4	18	0.2	3.4	7
N#Cc1ccccc1OCC(=O)Nc1cccc(S(=O)(=O)N2CCCC2)c1	-4	10	103	12	8	-3.0	0.1	-13	0.9	0.2	-10
CC(Sc1ccc(Cl)cc1)C(=O)NCc1cccnc1 (stereo unspecified)	-3	.	104	14	0	-2.9	-0.9	11	4.4	0.5	15
CC(/C=N/NC(=O)Cc1cccs1)=C\c1ccccc1	-7	15	102	-48	-4	9.1	2.4	6	3.0	5.3	0
CC1CC(C)CN(CCOCCSc2ccccc2)C1 (stereo unspecified)	-1	0	107	-14	4	2.8	-0.3	218	4.3	0.9	-5
COc1ccc(CCn2c(C)c(C(C)=O)c(C(C)=O)c2C)cc1OC	-1	-1	104	0	4	-0.1	-1.8	-1	0.9	0.5	-4
O=C(/C=C/c1cn(-c2ccccc2)nc1-c1ccc2c(c1)OCCO2)NCCCN1CCOCC1	10	-16	98	-12	6	2.4	-2.8	-8	3.2	3.6	0
CC(C)(C)c1ccc(C(=O)N2CCNC(=O)C2CC(=O)Nc2ccc(F)cc2)cc1 (stereo unspecified)	-1	1	120	7	-6	-1.2	2.1	-15	-1.2	2.0	4
NC(N)=NC1=NC(=O)C(Cc2ccccc2)S1 (stereo unspecified)	9	-22	99	18	7	-3.3	-1.1	-24	0.9	0.8	7
Cc1ccc(F)cc1NC(=O)CCNC(=O)c1ccc([N+](=O)[O-])cc1	-1	1	.	-11	2	1.6	-0.2	-5	3.6	2.9	15
C=CCSc1nc(-c2ccc3c(c2)OCO3)cc(C(F)(F)F)c1C#N	-4	1	99	26	5	-5.0	1.1	-10	2.5	-1.4	3
C#CC(=O)CC1(CN(Cc2ccccc2)C(=O)OC(C)(C)C)CCCCC1	-5	5	108	-26	-5	4.8	.	.	2.0	.	-2
CCOc1cc(/C=N\NC(=O)c2ccc(C)nc2)cc([N+](=O)[O-])c1O	-14	-20	98	18	-1	-3.4	1.0	-4	1.8	-0.2	7
Cc1cccc2sc(NC(=O)CCNS(=O)(=O)c3cccs3)nc12	1	1	.	4	10	-0.7	-1.5	-1	1.9	0.8	-7
CC12C(=O)N(NC(=O)c3ccncc3)C(=O)C1C1C=CC2C1 (stereo unspecified)	8	10	112	15	-11	-2.8	-2.2	-7	2.5	-0.3	-2
O=C(Nc1ccc(Cl)cc1)C1c2cccc[n+]2CC(=O)N1Cc1ccc2c(c1)OCO2 (stereo unspecified)	11	-5	154	-27	-3	4.0	-1.1	3	1.7	2.7	-6
Cc1nc(NCC2CCCO2)c2nnn(Cc3c(F)cccc3Cl)c2n1 (stereo unspecified)	1	15	100	5	-3	-0.8	1.0	22	3.6	0.3	-6
O=C(CC12CC3CC(CC(C3)C1)C2)NCc1ccncc1	-3	-8	101	3	-1	-0.7	-0.5	-11	2.6	2.1	10
CCCCNc1nc(N)nc(-c2cc(Cl)ccc2O)n1	-9	104*	102	-43	-3	6.4	0.8	20	1.0	2.2	2
CNC(=O)c1ccsc1NC(=O)c1coc2ccccc2c1=O	7	-6	103	8	3	-1.3	-2.4	5	3.3	1.0	2
O=C(CSc1nnnn1-c1ccccc1)CC(=O)Nc1ccc(Cl)cc1	7	-136	125	-5	-3	1.0	0.4	27	1.6	2.4	13
Cc1cnc(NS(=O)(=O)c2ccccc2)c(C)n1	-6	-35	66*	8	9	-1.7	-0.2	4	2.1	-1.9	14
O=C(Nc1cc(Cl)c(Cl)cc1Cl)c1cccnc1	5	4	103	13	4	-2.8	0.5	9	0.6	0.6	-11
COc1cccc(C(=O)NN=C2CCCC2)c1	-16	16	108	10	-8	-1.9	1.2	-3	1.4	0.0	17
CC1CCc2nn(CC(=O)N3CCN(C(=O)c4ccco4)CC3)cc2C1 (stereo unspecified)	7	8	111	13	-7	-2.6	3.4	-26	1.8	4.1	5
O=C(c1c(O)c2ccccc2oc1=O)C1CCC1	8	5	98	3	-1	-0.6	0.8	13	-0.3	1.5	2
COc1ccc(NC(=O)/C=N/O)cc1	-20	23	85	12	-10	-2.3	-2.0	6	3.2	-0.5	13
COc1ccccc1OCCCn1cc(C#N)c2ccccc21	1	-5	106	8	-2	-1.3	-4.8	832*	4.4	3.8	0

Full records, quoted from the list.
Entry for COc1cccc(-c2nc(CS(=O)(=O)CC(=O)Nc3cc(F)ccc3F)c(C)o2)c1 → PKA-R1A act: 7; PfHsp90 set2: 4; DSG3 Ab inh: 99; OPRM1-OPRD1 inv: -2; Tat export inh: 3; OPRM1-OPRD1 ag: 0.5; Ecoli viability: -0.2; SUMO Mot1 rescue: 27; phage Ecoli inh: -0.2; AddAB inh: 4.7; Arrestin-AP2 inh: -4
Entry for O=C(CC12CC3CC(CC(C3)C1)C2)NCc1ccncc1 → PKA-R1A act: -3; PfHsp90 set2: -8; DSG3 Ab inh: 101; OPRM1-OPRD1 inv: 3; Tat export inh: -1; OPRM1-OPRD1 ag: -0.7; Ecoli viability: -0.5; SUMO Mot1 rescue: -11; phage Ecoli inh: 2.6; AddAB inh: 2.1; Arrestin-AP2 inh: 10

The listing continues.
SMILES	PKA-R1A act	PfHsp90 set2	DSG3 Ab inh	OPRM1-OPRD1 inv	Tat export inh	OPRM1-OPRD1 ag	Ecoli viability	SUMO Mot1 rescue	phage Ecoli inh	AddAB inh	Arrestin-AP2 inh
CN1C(N)=NC(=O)/C1=C/c1ccc(OC(F)(F)F)cc1	15	-3	90	0	2	0.1	0.6	5	5.2	-0.3	7
O=C(COc1ccc2ccc(=O)oc2c1)N1CCN(C(=O)C2COc3ccccc3O2)CC1 (stereo unspecified)	0	2	102	16	-8	-3.1	0.6	-3	0.3	1.4	8
Cc1nc2cccc(C(=O)Oc3ccc([N+](=O)[O-])cc3)c2o1	-7	-10	100	2	-18	-0.5	-1.4	-16	0.2	-0.8	4
CN(C(=O)COC(=O)c1cc(S(=O)(=O)N2CCOCC2)c(Cl)cc1Cl)C1CCS(=O)(=O)C1 (stereo unspecified)	-11	-34	96	20	5	-4.2	-1.7	-3	3.2	1.4	-6
O=C(O)CCCNC(=O)c1cccc(C(=O)NCCCC(=O)O)n1	-11	-25	130	11	2	-2.1	-3.1	-12	4.3	-0.3	2
O=C(CSc1nnc(CNC(=O)C23CC4CC(CC(C4)C2)C3)n1-c1ccccc1)Nc1ccc(F)cc1	-6	0	102	2	2	-0.5	-2.6	2	4.1	0.3	6
FC(F)(F)c1cc(-c2cccs2)n[nH]1	-5	-5	104	6	-1	-1.1	1.4	12	2.8	3.3	5
O=C(COC(=O)Cc1ccsc1)NNC(=O)c1ccccc1	-7	-12	100	8	-9	-1.6	0.3	73	5.5	0.8	39
Cn1c(=O)c2c(nc(-n3ccnc3)n2Cc2ccccc2)n(C)c1=O	-18	0	107	-17	-1	2.8	-0.5	30	1.3	2.8	1
COc1ccc(C2=Nn3c(nnc3-c3ccccc3Cl)SC2)cc1OC1CCOC1 (stereo unspecified)	-10	-14	74*	-14	-1	2.3	0.4	0	1.4	2.8	5
